IkB signaling: inhibitors of IkB signaling in ABC-DLBCL cells | ABC-DLBCL IkBa-CBG/CBR dual luciferase ratio, 4 h; response scale: scaled: untreated 0%, proteasome inhibitor 100% | Potency, µM (doses to about 57.1 µM), for inactives: top-dose IkBa stabilization activation | 110,000 compounds, 0.04% hits | AID 445; active = well fitted curve in the direction sought with a large enough effect in the signal ratio, not every such curve was filed as active; inconclusive = small, poorly fitted or top-dose-only effect, or a change in a side signal; the % refers to the signal ratio;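 note: the direction sought is a rising ratio; 0% = basal untreated cells and 100% = reference inhibitor full response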
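Luminescence ratio of IκBα-fused green versus native red beetle luciferase in OCI-Ly3 cells, 4 h post-doxycycline with compound; red signal alone, scaled from basal (0%) to zero light (-100%), flagged nonspecific or cytotoxic effects.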
p53ts 39C tox: p53ts cell cytotoxicity, nonpermissive temperature | 130,000 compounds, 1.5% hits | Potency, µM (top dose mostly 46.1 µM), for the others: at the top dose activity change, negative = cell killing, most hits filed as cytotoxic | H1299-p53A138V viability at 39C, ATP luminescence, 24 h; note: nearly all actives have a fitted effect of over 55% in size
p53ts 32C kill: kills p53ts cells at the permissive temperature; 130,000 compounds, 0.93% hits; AID 924; Potency, µM (top dose mostly 46.1 µM), inactives show at the top dose activity change, negative = cytotoxicity, actives largely listed as cytotoxic; H1299-p53A138V at 32C, ATP luminescence viability, 24 h;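 note: 0% = DMSO and -100% = full killing by reference compound; nearly all actives have a fitted effect of over 55% in size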
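Cells: H1299 p53ts (A138V), 600/well, pre-incubated 16–30 h at 37C. Cpd up to 46 uM, 24 h, 32C. Readout: ATPlite luminescence, 20 min RT. Normalization: DMSO vs tamoxifen 100 uM. AC50 by Hill equation.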
Imprint erasure: inducers of genomic imprint erasure in mouse ES cells | 110,000 compounds, 0.02% hits | mouse ES Peg3-LacZ reporter, beta-gal luminescence, 40 h | AID 1948 | Potency, µM (titrated, usually from 60.7 µM), for the others: at the highest dose activity change, positive = activation, hits mostly activators;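 note: 0% = negative control wells on the plate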
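Gelatin-coated wells received 300 freshly trypsinized female ES cells with a Peg3LacZ-Neo reporter on the maternal allele, then incubated 40 hours at 37C. BetaGlo was added for 5 minutes at room temperature before a single luminescence read.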
The depositor's hits bear a star; [ ] = another dose, or the depositor's remark. Unless noted, calls come from the whole dose curve; as a rule, active = well fitted curve in the direction sought with a large enough effect; inconclusive = small, poorly fitted or top-dose-only effect, or another doubt; inactive = no such curve, though single readings can be large; an effect the other way counts as inactive or inconclusive. Unless noted, % is set by controls: 0 for no effect and ±100 for the full control effect; potency is the fitted concentration of half-maximal effect.

Screening CC1CCN(S(=O)(=O)c2ccc3c(ccn3CC(=O)NCc3ccc(N(C)C)cc3)c2)CC1 returned IkB signaling inconclusive, p53ts 39C tox -16%, p53ts 32C kill -4% and Imprint erasure -16%[10.9 µM].
For Cc1cccc(CNc2ncnc3ccc(-c4cccc(NS(C)(=O)=O)c4)cc23)c1 the results were IkB signaling -3.7%[11.4 µM], p53ts 39C tox -8%, p53ts 32C kill -22% and Imprint erasure -9%.
Screening COc1ccc(-c2nc3ccc(C(=O)NCc4ccc(C)cc4)cc3nc2-c2ccc(OC)cc2)cc1 returned IkB signaling inconclusive, p53ts 39C tox -13%, p53ts 32C kill 15% and Imprint erasure -17%[10.9 µM].
Screening COc1c(Br)cc(Br)cc1/C=N/n1c(C)nnc1C returned IkB signaling -0.2%, p53ts 39C tox -21%, p53ts 32C kill 2% and Imprint erasure -16%.
`C=CCN(C(=O)CCC(=O)Nc1cc(C)on1)C(C(=O)NC1CCCC1)c1cccnc1` (stereo not drawn) gave IkB signaling -0.6%, p53ts 39C tox -14%, p53ts 32C kill -2% and Imprint erasure -4%.
`CC(=O)NCC1=C(NC(C)=O)C2CC1C(C)(C)C2C` (stereo not drawn) gave IkB signaling 4.3%, p53ts 39C tox 5%, p53ts 32C kill -5% and Imprint erasure -13%.
Screening CC(=O)Nc1ccc(NS(=O)(=O)c2c(C(=O)N3CCCCCC3)c(C)n(C)c2C)cc1 returned IkB signaling 0.1%, p53ts 39C tox -16%, p53ts 32C kill 1% and Imprint erasure -9%[10.9 µM].
For COc1ccc(OC)c(S(=O)(=O)N2CCC(C(=O)NCCC3=CCCCC3)CC2)c1 the results were IkB signaling -0.1%, p53ts 39C tox 3%, p53ts 32C kill -3% and Imprint erasure -11%.
COc1ccc(C2CC(c3cc(OC)ccc3OC)n3nnnc3N2)cc1 (stereo not drawn) was read as IkB signaling -0.8%, p53ts 39C tox -11%, p53ts 32C kill 2% and Imprint erasure -3%.
Screening CC[C@H](C)NC(=O)CCCc1nnc2n(CCC(C)C)c(=O)c3sccc3n12 returned IkB signaling 2.9%, p53ts 39C tox 17%, p53ts 32C kill 3% and Imprint erasure -8%[10.9 µM].
`CCn1ccc2cc(S(=O)(=O)N3CCC(C(=O)NCCOC)CC3)ccc21` gave IkB signaling -1.2%, p53ts 39C tox -10%, p53ts 32C kill -11% and Imprint erasure 21%[10.9 µM].
For COC(=O)C1CCN(C(=O)c2ccc(NC(C)=O)cc2)CC1 the results were IkB signaling 0.3%, p53ts 39C tox 16%, p53ts 32C kill 3% and Imprint erasure 3%.
`CCCn1c(NCc2ccc3c(c2)OCO3)nc2ccccc21` gave p53ts 39C tox -10% and p53ts 32C kill -6%.
`CC(=O)c1ccc(NC(=O)CSCCO)cc1` gave IkB signaling -1.3%, p53ts 39C tox 0%, p53ts 32C kill -1% and Imprint erasure -7%.
`Cc1nn2c(C)c(C(=O)NCC(C)c3ccccc3)cnc2c1-c1ccccc1` (stereo not drawn) gave IkB signaling inconclusive, p53ts 39C tox -23%, p53ts 32C kill -7% and Imprint erasure 20%[10.9 µM].
CCN1CCN(c2nc3ccccc3nc2C(C#N)C(=O)OCc2ccccc2)CC1 (stereo not drawn) was read as IkB signaling -1.3%, p53ts 39C tox -6%, p53ts 32C kill 1% and Imprint erasure -18%.
Screening COc1ccc2c(CNC3CCC(C)CC3)c(C(=O)O)n(Cc3ccccc3)c2c1 (stereo not drawn) returned IkB signaling inconclusive, p53ts 39C tox -10%, p53ts 32C kill 7% and Imprint erasure -22%[10.9 µM].
Screening CCOc1ccc(NC(=O)c2cc(S(=O)(=O)N3CCc4ccccc43)ccc2F)cc1 returned IkB signaling inconclusive, p53ts 39C tox -26%, p53ts 32C kill -4% and Imprint erasure -23%[10.9 µM].
Screening CCc1c(C)sc(NC(=O)OC)c1C(=O)N1CCOCC1 returned p53ts 39C tox 0% and p53ts 32C kill 4%.
N#Cc1ccc(C23CC4CC(CC(C4)C2)C3)[nH]c1=O was read as IkB signaling 0.1%, p53ts 39C tox 6%, p53ts 32C kill -4% and Imprint erasure -13%.
CC(=O)c1cccc(NC(=O)C2CCCN(S(C)(=O)=O)C2)c1 (stereo not drawn) was read as IkB signaling 1.6%, p53ts 39C tox -4%, p53ts 32C kill -2% and Imprint erasure 4%.
`CCOC(=O)c1ccc(N2C(=O)CC(N(C)CCc3ccc(OC)c(OC)c3)C2=O)cc1` (stereo not drawn) gave IkB signaling -0.9%, p53ts 39C tox 3%, p53ts 32C kill -1% and Imprint erasure -10%.
CN(c1ccc(OCC(=O)N2CCCCC2)cc1)S(=O)(=O)c1cccs1 was read as IkB signaling -0.4%, p53ts 39C tox -10%, p53ts 32C kill 0% and Imprint erasure -12%.
Screening COc1ccc(CNC(=O)CCc2c(C)nn(-c3ccc(N4CCCCC4)nn3)c2C)c(OC)c1 returned IkB signaling inconclusive, p53ts 39C tox -27%, p53ts 32C kill -11% and Imprint erasure 6%[10.9 µM].
`O=C(NCc1ccco1)c1cc2ccc(O)cc2oc1=O` gave IkB signaling inconclusive, p53ts 39C tox inconclusive, p53ts 32C kill inconclusive and Imprint erasure -95%[inhibitor].
`Cc1ccc(NC(=O)NCC(c2cccnc2)N2CCOCC2)cc1` (stereo not drawn) gave IkB signaling -1.5%, p53ts 39C tox -3%, p53ts 32C kill 4% and Imprint erasure 1%.
Screening O=C(O)CCC(=O)Nc1ccc(Br)cn1 returned IkB signaling inconclusive, p53ts 39C tox -9%, p53ts 32C kill 4% and Imprint erasure -8%.
Screening C[C@]1(C(=O)NCCCNc2ncc(C(F)(F)F)cc2Cl)C=C[C@@H](Cc2ccccc2)N1C(=O)c1ccccc1 returned p53ts 39C tox -7%, p53ts 32C kill 17% and Imprint erasure -14%.
Screening CC(=O)Nc1nc2ccccc2n1CCN(C)C returned IkB signaling -0.2%, p53ts 39C tox 10%, p53ts 32C kill 3% and Imprint erasure -1%.
For O=C(CN1C(=O)CCSc2ccccc21)Nc1ccc2c(c1)OCCO2 the results were p53ts 39C tox 2% and p53ts 32C kill 4%.
For CCOc1ccc(N/C(SC)=C(/C#N)C(N)=O)cc1 the results were IkB signaling -0.7%, p53ts 39C tox 29%, p53ts 32C kill 35%[activator] and Imprint erasure -31%[inhibitor].
Screening CC(NC(=O)C1CCC1)c1ccc(Cl)cc1 (stereo not drawn) returned IkB signaling 2.3%, p53ts 39C tox 11%, p53ts 32C kill 7% and Imprint erasure inconclusive.
`COc1cccc(-n2c(Cc3cc(=O)[nH]c(=O)[nH]3)nnc2SC(C)C)c1` gave IkB signaling -1.6%, p53ts 39C tox -4%, p53ts 32C kill -1% and Imprint erasure -4%.
Screening COc1ccc(-n2c(=O)c3c4c(sc3n(Cc3ccccc3C)c2=O)CCCC4)c(OC)c1 returned IkB signaling inconclusive, p53ts 39C tox -11%, p53ts 32C kill 16% and Imprint erasure -10%[10.9 µM].
COC(=O)c1ccc(NC(=O)c2ccccc2NS(C)(=O)=O)cc1 was read as IkB signaling inconclusive, p53ts 39C tox -25%, p53ts 32C kill -24% and Imprint erasure -8%.
Screening COc1ccc(-c2ccc(CCC(=O)O)n2CC(=O)Nc2cccc(Cl)c2C)cc1 returned IkB signaling inconclusive, p53ts 39C tox -6%, p53ts 32C kill 5% and Imprint erasure -13%[10.9 µM].
Screening CCCC1(C(=O)OC)C=C2C(=C(C(C)C)C(=O)C2C)CN1 (stereo not drawn) returned p53ts 39C tox 6%, p53ts 32C kill 2% and Imprint erasure -8%.
Screening COc1ccc(-n2nc(C(=O)N3CCN(c4ccc(F)cc4)CC3)c3ccccc3c2=O)c(OC)c1 returned IkB signaling 2.4%, p53ts 39C tox -14%, p53ts 32C kill -5% and Imprint erasure -2%.
For CCOc1ccc(N(C(C)=O)c2nc(C)cc(C)c2C#N)cc1 the results were p53ts 39C tox 5% and p53ts 32C kill -5%.
For O=C(CSc1nc(=O)[nH]c2c1CCCC2)NCc1ccccc1Cl the results were IkB signaling 5.1%, p53ts 39C tox 0%, p53ts 32C kill 3% and Imprint erasure -8%[10.9 µM].

Sorted by heavy-atom count (descending): part of the list above.
Screening COc1ccc(-c2nc3ccc(C(=O)NCc4ccc(C)cc4)cc3nc2-c2ccc(OC)cc2)cc1 returned IkB signaling inconclusive, p53ts 39C tox -13%, p53ts 32C kill 15% and Imprint erasure -17%[10.9 µM].
COc1ccc(C2CC(c3cc(OC)ccc3OC)n3nnnc3N2)cc1 (stereo not drawn) was read as IkB signaling -0.8%, p53ts 39C tox -11%, p53ts 32C kill 2% and Imprint erasure -3%.
CN(c1ccc(OCC(=O)N2CCCCC2)cc1)S(=O)(=O)c1cccs1 was read as IkB signaling -0.4%, p53ts 39C tox -10%, p53ts 32C kill 0% and Imprint erasure -12%.
`Cc1ccc(NC(=O)NCC(c2cccnc2)N2CCOCC2)cc1` (stereo not drawn) gave IkB signaling -1.5%, p53ts 39C tox -3%, p53ts 32C kill 4% and Imprint erasure 1%.
COC(=O)c1ccc(NC(=O)c2ccccc2NS(C)(=O)=O)cc1 was read as IkB signaling inconclusive, p53ts 39C tox -25%, p53ts 32C kill -24% and Imprint erasure -8%.
For CCOc1ccc(N(C(C)=O)c2nc(C)cc(C)c2C#N)cc1 the results were p53ts 39C tox 5% and p53ts 32C kill -5%.
Screening O=C(O)CCC(=O)Nc1ccc(Br)cn1 returned IkB signaling inconclusive, p53ts 39C tox -9%, p53ts 32C kill 4% and Imprint erasure -8%.

(next part)
Screening CC1(C)OC(C(O)(c2ccccc2)c2ccccc2)C(C(O)(c2ccccc2)c2ccccc2)O1 (stereo not drawn) returned p53ts 39C tox -1%[9.22 µM] and p53ts 32C kill 11%[9.22 µM].
`Cc1nnc(N2C(=O)c3oc4ccccc4c(=O)c3C2c2ccc(C(C)(C)C)cc2)s1` (stereo not drawn) gave IkB signaling 3.2%, p53ts 39C tox 13%, p53ts 32C kill -2% and Imprint erasure 6%[10.9 µM].
`COc1cc(OC)c(C2C(C(=O)N3CCOCC3)=C(C)NC3=C2C(=O)CC(C)(C)C3)cc1OC` (stereo not drawn) gave IkB signaling -1.4%, p53ts 39C tox 8%, p53ts 32C kill -2% and Imprint erasure 3%.
For CC1CCN(CCCNC(=O)Cc2c(C(=O)O)n(C)c3ccccc23)CC1 the results were IkB signaling -0.5%, p53ts 39C tox -4%, p53ts 32C kill -7% and Imprint erasure -8%.
Screening O=C(CCc1ccc(S(=O)(=O)N2CCOCC2)cc1)Oc1ccccc1 returned IkB signaling 0.1%, p53ts 39C tox 2%, p53ts 32C kill 2% and Imprint erasure 8%.
For CCOC(=O)C1CCN(c2c(NC3CCCc4ccccc43)c(=O)c2=O)CC1 (stereo not drawn) the results were IkB signaling 1.3%, p53ts 39C tox 1%, p53ts 32C kill 1% and Imprint erasure -10%.
For COC(=O)c1ccc(COc2ccc3c(C)c(C)c(=O)oc3c2C)o1 the results were IkB signaling inconclusive, p53ts 39C tox 7%, p53ts 32C kill -6% and Imprint erasure -6%.
For CCSc1sccc1C1C(C#N)=C(N)N(c2cccnc2)C2=C1C(=O)CCC2 (stereo not drawn) the results were IkB signaling 11%, p53ts 39C tox 19%, p53ts 32C kill 16% and Imprint erasure -8%.
For Cc1ccc(CSc2nnc(-n3c(=O)c(C#N)cc4c(=O)n5cccc(C)c5nc43)s2)cc1 the results were IkB signaling 0.3%, p53ts 39C tox -4%, p53ts 32C kill 8% and Imprint erasure -14%[10.9 µM].
COCCn1c(CCC(=O)O)nc2c1c(=O)[nH]c(=O)n2CC(C)C was read as IkB signaling 0.8%, p53ts 39C tox -2%, p53ts 32C kill -9% and Imprint erasure -6%.
`Cc1ccc2c(CC(=O)OCc3nc(N)nc(Nc4ccccc4C)n3)coc2c1` gave IkB signaling inconclusive, p53ts 39C tox -13%, p53ts 32C kill -29% and Imprint erasure -14%.
Screening COc1ccc2c(c1)c(CC(=O)O)c(C)n2C(=O)c1ccccc1 returned IkB signaling 4.4%, p53ts 39C tox 4%, p53ts 32C kill -21% and Imprint erasure -9%.
Screening C[C@H](NC(=O)Nc1ccc2c(c1)OCCO2)C(=O)O returned IkB signaling 0.4%, p53ts 39C tox 7%, p53ts 32C kill -2% and Imprint erasure -29%.

Assay outcomes (PubChem)

No enrichment for hits (roughly 1.8% active in at least one column).
